HT1080 IDH1KD tx: kills HT-1080 cells with IDH1 knockdown | HT-1080 IDH1 knockdown viability, ATP luminescence, 48 h | Potency, µM (top dose mostly 46.1 µM), for inactives: at the top dose activity, negative = toxicity, actives largely listed as cytotoxic | actives 2% (n = 360,000);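 further: potency means the concentration at half of the fitted maximal effect; 0% = DMSO wells and -100% = cell-free medium wells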
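Knockdown cells (IDH1KD HT-1080) received compounds 2 h after plating at 750 cells/well and were kept 48 h at 37 °C in 5% FBS RPMI. A CellTiter-Glo luminescence read gave % activity for curve fitting.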
DRD3 agonist: agonists of human D3 dopamine receptor | max activation, % | D3R DiscoveRx beta-arrestin cells, luminescence, 90 min | actives 0.58% (n = 410,000) | AID 652048; in the data active means max activation above about 30%; further: 0% is about no effect; mostly tested at two doses, the higher about 12 µM
Target sequence (P35462 whole entry, looked up): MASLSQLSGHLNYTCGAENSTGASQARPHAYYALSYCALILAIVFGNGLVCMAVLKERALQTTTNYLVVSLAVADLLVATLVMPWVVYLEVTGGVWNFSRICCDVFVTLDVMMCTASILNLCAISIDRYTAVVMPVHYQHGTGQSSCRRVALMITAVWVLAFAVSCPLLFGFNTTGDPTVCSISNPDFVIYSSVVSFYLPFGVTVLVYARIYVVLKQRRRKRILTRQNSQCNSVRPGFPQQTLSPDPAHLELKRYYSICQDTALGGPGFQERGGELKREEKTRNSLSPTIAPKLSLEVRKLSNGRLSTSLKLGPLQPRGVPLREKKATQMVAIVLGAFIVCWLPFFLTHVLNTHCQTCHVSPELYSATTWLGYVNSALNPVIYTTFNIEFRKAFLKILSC
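Agonist-mode cell screen: cells plated at 1500/well and incubated overnight at 37 °C, then exposed to library compounds for 90 min at 37 °C. Detection reagent was added for 30–60 min at room temperature, and luminescence was read.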
GLP-1R agonist: agonists of human GLP-1 receptor; AID 624172; Potency, µM (top dose mostly 45.6 µM), for inactives: at the top dose activation, hits mostly activators; HEK293 GLP-1R CRE-luciferase, luminescence, 4-6 h; cells express a hypersensitive GLP-1R form; actives 0.007% (n = 380,000); P43220; further: potency means the concentration at half of the fitted maximal effect; % of control where 0% means no effect
Target sequence (P43220 whole entry, looked up): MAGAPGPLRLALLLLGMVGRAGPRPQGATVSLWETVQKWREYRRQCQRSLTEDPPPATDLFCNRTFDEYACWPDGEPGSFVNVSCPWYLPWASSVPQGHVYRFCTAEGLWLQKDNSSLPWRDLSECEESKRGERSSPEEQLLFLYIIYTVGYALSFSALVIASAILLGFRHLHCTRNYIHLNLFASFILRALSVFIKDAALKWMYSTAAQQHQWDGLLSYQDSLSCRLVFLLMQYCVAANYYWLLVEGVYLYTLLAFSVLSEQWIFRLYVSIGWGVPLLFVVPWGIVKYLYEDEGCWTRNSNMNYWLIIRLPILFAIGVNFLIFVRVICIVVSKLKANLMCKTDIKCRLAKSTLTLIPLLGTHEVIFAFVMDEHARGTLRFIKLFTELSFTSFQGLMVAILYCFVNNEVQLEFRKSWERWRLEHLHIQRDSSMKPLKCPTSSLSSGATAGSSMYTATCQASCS
HT1080NT lethal: kills 2HG-producing HT-1080-NT fibrosarcoma cells; AID 686970; actives 1.6% (n = 360,000); HT-1080-NT fibrosarcoma viability, CellTiter-Glo ATP luminescence, 48 h; Potency, µM (series often up to 46.1 µM), for the others: top-dose activity, negative = less viability, actives largely listed as cytotoxic;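 further: NT is the 2HG producing partner of a matched IDH1 knockdown line; potency means the concentration at half of the fitted maximal effect; 0% = DMSO-treated cells and -100% = media-only wells without cells; nearly all actives have a fitted effect of over 55% in size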
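Toxicity toward the 2HG-producing NT line was scored as %Activity, normalised to DMSO and no-cell wells, from CellTiter-Glo luminescence after 48 hours' treatment.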
KB-3-1 cytotox: KB-3-1 parental cell cytotoxicity. KB-3-1 viability, CellTiter-Glo ATP luminescence, 72 h. Potency, µM (series often up to 46.1 µM), for the others: at the top dose activity change, negative = cytotoxic, hits mostly cytotoxic. actives 1.4% (n = 400,000). AID 1347075; further: potency means the concentration at half of the fitted maximal effect; on the % scale 0 is the no-effect control and ±100 the full control effect; nearly all actives have a fitted effect of over 60% in size
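Screening of KB-3-1 cells (DMEM, 10% FBS, phenol-red free) ran from lowest to highest compound concentration; after 72 h at 37 °C viability was read luminescently and curves fitted.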
D3 antag: antagonists of human D3 dopamine receptor; AID 652054; actives 2.5% (n = 360,000); D3R cells, DiscoveRx beta-arrestin luminescence, antagonist mode; hits give low values; max response, negative = inhibition, %; P35462; in the data active means max response below about -50%; inconclusive means no clear call, values can overlap the other calls; further: on the % scale 0 is the no-effect control and ±100 the full control effect; mostly tested at two doses, the higher about 12 µM
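Cells expressing the human receptor were seeded at 1500 cells/well, incubated overnight at 37 degrees C in 5% CO2, then exposed to library compounds with dopamine controls for 90 minutes at 37 degrees C before luminescent detection.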
IL-1B inflam inh: inhibitors of inflammasome signaling (IL-1 beta secretion) | actives 4.7% (n = 360,000) | AID 743279 | activity change, % at 57.5 µM | THP-1 LPS/ATP IL-1B secretion, AlphaLISA, 16 h; hits give low values; in the data active means activity change below about -50%; inconclusive means mostly about -30% to -49%; further: on the % scale 0 is the no-effect control and ±100 the full control effect
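Secreted IL-1B measured by AlphaLISA bead assay after 16 h compound exposure of THP-1 cells; compounds (final up to 57.5 uM) added 1 h before LPS (250 ng/mL) and ATP (1.25 mM) stimulation; lower signal means less secretion.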
KB-V1 MDR tox: KB-V1 MDR subline cytotoxicity; actives 3.4% (n = 400,000); AID 1347076; KB-V1 MDR cells viability, CellTiter-Glo, 72 h; Potency, µM (titrated, usually from 46.1 µM), without a hit: at the highest dose activity change, negative = cytotoxicity, hits mostly cytotoxic; further: potency means the concentration at half of the fitted maximal effect; on the % scale 0 is the no-effect control and ±100 the full control effect; nearly all actives have a fitted effect of over 60% in size
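Cytotoxicity via CellTiter-Glo luminescence after 72 h compound exposure at 37 degrees C. Cells: drug-selected KB-V1 line, DMEM phenol-red free plus 10% FBS. Compounds tested at multiple concentrations; normalized data fitted to concentration-effect curves.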
SW480 rereplic: DNA re-replication induction in SW480 cells | SW480 DNA re-replication, Hoechst DNA content imaging, 48 h | actives 1.8% (n = 340,000) | Potency, µM (doses to about 46.1 µM), for the others: at the top dose re-replication activation, actives largely listed as activators | AID 624297; further: potency means the concentration at half of the fitted maximal effect; % of control where 0% means no effect; nearly all actives have a fitted effect of over 55% in size
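Readout is total intensity of Hoechst-stained nuclei, excited at 405 nm and collected at 500-530 nm. Compound treatment lasted 48 hr at 37 C in 5% CO2 before staining.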
Starred values were filed as active, the others as inactive; u = inconclusive; x = not tested or not shown; & = joins results of further samples; [ ] = another dose, or the depositor's remark. Unless noted, the call rests on the fitted dose curve; in most records, active means well fitted curve in the direction sought with a large enough effect; inconclusive means small, poorly fitted or top-dose-only effect, or another doubt; inactive means no such curve, though single readings can be large; an effect the other way counts as inactive or inconclusive.

SMILES	HT1080 IDH1KD tx	DRD3 agonist	GLP-1R agonist	HT1080NT lethal	KB-3-1 cytotox	D3 antag	IL-1B inflam inh	KB-V1 MDR tox	SW480 rereplic
CN1C(=O)CC(N2CCN(C(=O)c3ccccc3)CC2)C1=O (configuration not stated)	-3.3%	-13.5	-3.3%	-2.0%	19.6%	-22.9	8.7	5.3%	u
COCCn1c(SCC(=O)Nc2ccc(NC(=O)c3ccco3)c(OC)c2)nc2ccccc2c1=O	u	11.2	-2.5%	u	4.9%	u	u	16.5%	0.3%
Cc1ccc(NC(=O)C2CCCN(S(=O)(=O)c3ccc4[nH]c(=O)ccc4c3)C2)cc1C (configuration not stated)	-10.6%	1.8&-0.1	-3.0%	-3.0%	5.8%	12.5	17.5	10.0%	8.3%
COC(=O)c1ccccc1NC(=O)CSc1nnc(-c2cccnc2)n1N	21.9%	0.0	-0.7%	13.9%	3.4%	-8.1	4.3	-3.0%	2.0%
Cc1cc2c(cc1S(=O)(=O)NCC(C)c1ccccc1)n(C)c(=O)c(=O)n2C (configuration not stated)	-14.9%	-2.2	2.3%	-18.9%	3.6%	15.3	41.5	-26.3%	0.9%
Nc1c(-c2ccc(Cl)cc2)cnn1-c1ccccc1	-6.8%	-8.1	-0.3%	u	-15.3%	-10.9	-19.2	-5.4%	1.1%
CCOC(=O)C1=C(CN2CCOCC2)NC(=O)NC1c1cc(C)ccc1C (configuration not stated)	18.5%	2.4	-6.6%	0.8%	0.9%	-9.0	0.3	u	-4.7%
O=C(Nc1ccc(Cc2ccc(NC(=O)Nc3cccnc3)cc2)cc1)Nc1cccnc1	15.1%	3.4	15.1%	27.9%	0.0%	9.9	-24.9	0.1%	x
O=C(N/N=C/c1ccccc1)c1ccc(-c2ccccc2)cc1	2.1%	3.5	-1.3%	0.1%	15.2%	-3.7	27.6	9.9%	26.6%
Cc1cccc(NC(=O)CSc2nnc(NC(=O)C3CCC3)s2)c1	0.0%	16.5	5.6%	-19.1%	5.5%	9.2	29.1	u	-8.4%
Cc1ncc([N+](=O)[O-])n1Cc1ccc(Cl)cc1	-7.3%	-12.1	-0.5%	-13.6%	0.4%	-7.5	5.0	-3.3%	6.5%
CCCCOC(=O)c1ccc(NC(=O)COC(=O)CN2C(=O)NC3(CCCC3)C2=O)cc1	-1.5%	-3.8	-2.6%	4.7%	13.3%	11.2	29.6	-1.4%	-11.8%
COc1ccc(/C=C/c2nc3sc4c(c3c(=O)o2)CCC4)cc1	10.6%	2.5	-9.8%	8.1%	6.0%	0.3	-0.9	0.2%	-2.3%
CCOc1ccc(NC(=O)Cn2cc(C(=O)C3CC3)c3ccccc32)cc1	-0.1%	5.8&-4.5	5.7%	-2.2%	-8.0%&14.0%	10.1	3.8	0.0%&7.3%	-5.1%
COc1cccc(CN(C)C(=O)c2ccc(OCC(=O)Nc3cccc(C(F)(F)F)c3)c(OC)c2)c1	u	17.0	4.1%	u	u	3.3	-62.3*	4.11µM*	-3.6%
CCCCN(C)CCNC(=O)c1cc2cc3ccc(OC)cc3nc2o1	-0.7%	-2.0	4.1%	-6.5%	0.6%	-20.0	u	-5.6%	-7.5%
CCCCOc1ccc(C2(C(=O)O)CCCC2)cc1	16.0%	8.5	1.1%	14.4%	5.3%	43.8	9.4	18.1%	-1.7%
CCCN1CCc2c(sc(NC(=O)CCS(=O)(=O)c3ccccc3)c2C(N)=O)C1	-3.3%	-22.1	-3.8%	0.0%	x	-17.6	-7.5	x	18.4µM*
CCCOc1ccc(Cn2c(C)nc([N+](=O)[O-])c2SCC(O)COC)cc1[N+](=O)[O-] (configuration not stated)	-7.5%	-2.2	22.6%	-2.0%	4.5%	u	7.0	-4.0%	2.3%
CC(C)OC(=O)NCCOC(=O)Nc1ccccc1Cl	15.5%	3.9	9.5%	6.5%	9.8%	4.6	30.9	29.2%	-16.3%
COc1ccc2c(c1)c(C(=O)CN1CCN(Cc3ccccc3)CC1)c(C)n2C	0.2%	-5.2	8.0%	-8.7%	14.9%	5.6	-6.2	u	-41.4%
CCOc1ccc(/C=C/C(=O)NCCc2ccc(OC)c(OC)c2)cc1	3.0%	2.1	-2.1%	-1.4%	14.0%	-24.7	-1.8	16.4µM*	-0.8%
COc1cc(/C=N/NC(=O)CSc2cc(C)c(Br)cc2C)ccc1O	u	6.3	15.2%	-14.4%	-4.9%	-14.1	-0.6	-1.6%	-1.7%
CCCS(=O)(=O)NC(=O)C1(C)CCN(C(=O)c2ccc3ccccc3n2)C1 (configuration not stated)	0.0%	6.3	-8.2%	27.0%	0.0%	0.0	19.9	4.8%	x
COc1ccc(CCNC(=O)Nc2ccc(F)cc2F)cc1OC	13.7%	-3.6	5.3%	2.5%	11.3%	-0.9	7.3	21.8%	-3.3%
COc1ccc(C2=NOC(C(=O)N3CCN(c4ccccc4OC)CC3)C2)cc1 (configuration not stated)	-0.4%	1.1	-6.4%	13.5%	-8.6%	35.6	20.4	u	-2.0%
Cc1ccc(-c2csc3ncnc(Oc4cccc5ccc(C)nc45)c23)cc1	-6.4%	-2.0	-4.2%	-0.5%	-2.7%	-3.9	10.1	-19.3%	0.2%
CCCn1c(SCc2ccon2)nc2ccccc2c1=O	-27.6%	-4.8	18.1%	-19.2%	-3.8%	-10.8	-2.4	u	-11.3%
O=C(CCCN1C(=O)NC2(CCCC2)C1=O)Nc1cccc(S(=O)(=O)N2CCOCC2)c1	-0.6%	-7.2	2.3%	1.3%	-2.5%	-17.0	6.3	6.6%	8.6%
Cc1cc2nc(C)n(CCCN)c2cc1C	2.4%	-1.2	-3.1%	-11.3%	6.6%	u	26.7	3.8%	u

Single records, as listed above. Order of values: HT1080 IDH1KD tx, DRD3 agonist, GLP-1R agonist, HT1080NT lethal, KB-3-1 cytotox, D3 antag, IL-1B inflam inh, KB-V1 MDR tox, SW480 rereplic
Listed for O=C(N/N=C/c1ccccc1)c1ccc(-c2ccccc2)cc1 : 2.1%, 3.5, -1.3%, 0.1%, 15.2%, -3.7, 27.6, 9.9%, 26.6%
Listed for CCCN1CCc2c(sc(NC(=O)CCS(=O)(=O)c3ccccc3)c2C(N)=O)C1 : -3.3%, -22.1, -3.8%, 0.0%, x, -17.6, -7.5, x, 18.4µM*
Listed for COCCn1c(SCC(=O)Nc2ccc(NC(=O)c3ccco3)c(OC)c2)nc2ccccc2c1=O : u, 11.2, -2.5%, u, 4.9%, u, u, 16.5%, 0.3%

Further compounds follow:
SMILES	HT1080 IDH1KD tx	DRD3 agonist	GLP-1R agonist	HT1080NT lethal	KB-3-1 cytotox	D3 antag	IL-1B inflam inh	KB-V1 MDR tox	SW480 rereplic
COc1cc2[nH]c(=O)n(CCCCCC(=O)NCCc3ccccc3)c(=O)c2cc1OC	x	-3.9	-1.1%	x	-0.4%	x	x	-2.4%	x
COc1cc(OC)c(NC(=O)CCc2nc(-c3ccc(C)cc3)no2)cc1Cl	-6.7%[9.24 µM]	-7.1	-4.1%	-3.5%	u	0.0	-2.8	-57.5%	-0.6%
COc1ccc(S(=O)(=O)Nc2cccnc2)c(Cl)c1Cl	6.0%	-2.3	-0.4%	17.7%	-0.5%	-20.5	19.1	-23.8%	-2.0%
O=C(O)c1cccc(-c2ccc(/C=c3/sc4nc5ccccc5n4c3=O)o2)c1	-0.5%	0.9	-0.5%	u	11.3%	12.7	0.0	1.7%	-9.1%
COCCN(Cc1nc(C(c2ccccc2)c2ccccc2)no1)C(C)C	5.1%	-2.1	24.8%	9.4%	-0.8%	8.3	13.3	5.9%	-0.8%
COc1ccccc1NC(=O)/C=C/c1cc([N+](=O)[O-])ccc1OC(F)F	14.3%	1.6	4.1%	11.6%	21.9%	-4.3	7.3	0.0%	4.7%
CSCCC(NS(=O)(=O)c1c(Cl)cccc1Cl)C(=O)O (configuration not stated)	20.5%	3.8	-5.2%	3.0%	2.9%	0.4	27.1	0.0%	-6.4%
N#CCc1ccc(NC(=O)CSc2nnc(C3CC3)n2C2CC2)cc1	-1.6%	0.1	1.5%	5.1%	26.8%	-3.9	13.9	0.0%	-0.6%
CC1CC(NC(=O)/C(C#N)=C/c2ccc[nH]2)CC(C)(C)C1 (configuration not stated)	0.2%	-11.4	-3.7%	5.9%	-0.2%	13.3	1.8	-5.8%	-15.7%
CCOC(=O)Cc1nn(CCc2ccccn2)c(=O)c2ccccc12	2.0%	-3.8	1.4%	4.5%	17.8%	-16.2	-6.5	5.6%	2.2%
CCN1CCN(Cc2ccc(NC(=O)Nc3ccccc3Cl)cc2)CC1	-3.5%	-15.2	-5.1%	0.0%	-9.5%	-60.9*	-17.1	-18.8%	0.8%
Cc1[nH][nH]c(=O)c1C(c1ccc(-c2cccc(Cl)c2)o1)c1c(C)[nH][nH]c1=O	-13.5%	-12.4	-1.6%	u	-8.5%	-28.2	-19.9	5.9%	0.3%
CCN(CC(=O)NC1CCS(=O)(=O)C1)S(=O)(=O)c1ccccc1Cl (configuration not stated)	6.0%	1.8	-1.0%	2.5%	9.7%	-1.6	20.5	2.8%	1.2%
COC(=O)c1cc(OC)c(OC)cc1NCC(=O)Nc1ccc(C)cc1	1.8%	-6.2	-1.9%	-0.2%	19.1%	5.1	-52.1*	23.1µM*	-50.6%[inhibitor]
O=C(Nc1cccc2ccccc12)c1cccc(F)c1	3.8%	-3.7	16.0%	5.2%	5.1%	0.0	7.4	3.0%	11.6%
COc1ccc(-n2c(C)n[nH]c2=O)cc1	9.9%	3.6	2.2%	16.6%	7.9%	24.2	0.0	-1.0%	-5.8%
NS(=O)(=O)c1ccc(CNC(=O)c2ccccc2SCC(=O)N2CCCC2)cc1	0.7%	-9.9	-1.8%	-2.0%	-8.6%	-6.0	2.6	-7.6%	0.0%
COCCNC(=O)c1ccc2c(c1)C(=O)c1ccccc1-2	0.0%	-2.1	20.6%	1.2%	-1.6%	-9.2	-21.5	3.9%	u
COC(C[C@@H]1O[C@H]1C(=O)[C@@H](C)OCc1ccccc1)OC	1.5%	-7.7	-3.8%	2.3%	u	2.7	u	0.0%	23.1µM*

From PubChem BioAssay
